Screens (PubChem BioAssay)
procasp3 activ = activates human procaspase-3; AID 463141; activation, % at 8.5 µM; recombinant procaspase-3 D3A, Ac-DEVD-pNA absorbance 405 nm; actives 0.11% (n = 330,000); P42574;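 active means activation above the mean of all tested compounds plus 3 SD, cut at about 21% in these data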;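 further: 0% = DMSO alone and 100% = DMSO wells spiked with extra 5 µM PC-3 D3A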
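Assay system – Procaspase-3 D3A mutant · Benchmarks – DMSO low control, extra-enzyme high control · Technique – 405 nm absorbance of p-nitroaniline, reads at 0 and 120 min · Doses – 8.5 µM nominal · Measure – % activation between DMSO and enzyme-spiked controls · Also added – Ac-DEVD-pNA chromogenic peptide substrate · Schedule – 1 h compound preincubation, 2 h substrate hydrolysis at 25 °C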
ZTA counter = counter-screen for EBNA-1 inhibitors: inhibitors of Epstein-Barr virus ZTA; P03206; ZTA-DNA binding, fluorescence polarization; inhibition, % at 11 µM; actives 0.15% (n = 320,000); in the data active means inhibition above about 33%
procasp7 counter = counter-screen: procaspase-7 (human) activation; actives 0.093% (n = 330,000); activation, % at 8.5 µM; recombinant procaspase-7, Ac-DEVD-pNA absorbance 405 nm; D23A/D198A/D206A triple mutant, cannot self-cleave; scale: DMSO 0, 5 µM enzyme 100; P55210;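 active means percent activation above the screen-wide mean plus 3 SD, cut at about 25% in these data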
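Material: Procaspase-7 triple mutant (PC-7 D3A) | Quantity: 2 µM procaspase-7 mutant as dispensed | Reagent: DEVD-pNA substrate | Times: 1 h preincubation, 2 h reaction | Technique: 405 nm absorbance of p-nitroaniline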
MEP2 TOR yeast = alters MEP2-GFP fluorescence in TOR pathway yeast screen. actives 0.51% (n = 330,000). GFP response vs DMSO, % at 10 µM. AID 2016. S. cerevisiae MEP2-GFP strain, flow cytometry GFP, 3 h; 100% = DMSO control level;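 active means GFP response versus DMSO above a set limit, roughly screen mean plus 3 SD, cut at about 180% in these data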;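 further: median GFP fluorescence of the barcode-gated MEP2-GFP cells per well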
AHR act = activates the human aryl hydrocarbon receptor; AHR-responsive luciferase reporter cells, luminescence; AID 2796; P35869; actives 2.5% (n = 320,000); activation, % at 5 µM; in the data active means activation above about 47%;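 further: 0% = vehicle wells and 100% = reference agonist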
LAP4 TOR yeast = modulators of TOR pathway LAP4-GFP in S. cerevisiae; GFP response vs DMSO, % at 10 µM; actives 0.34% (n = 320,000); S. cerevisiae LAP4-GFP multiplex, flow cytometry GFP, 3 h; median GFP as percent of DMSO wells;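 active means GFP response vs DMSO above a set limit, about the screen mean plus 3 SD, cut at about 150% in these data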
EBNA-1 inh = blocks EBNA-1 binding to DNA | inhibition, % at 14.8 µM | EBNA-1 DNA binding, fluorescence polarization | actives 0.34% (n = 300,000); in the data active means inhibition above about 28%
RPL19A-GFP yeast = alters RPL19A-GFP fluorescence in TOR pathway yeast screen; S. cerevisiae RPL19A-GFP strain, flow cytometry, 3 h; active compounds read low; percent response vs DMSO, % at 10 µM; actives 0.3% (n = 330,000); AID 2025;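 active means percent response vs DMSO below 50%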;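 further: median channel GFP fluorescence of the barcoded RPL19A-GFP strain; ratio of sample median GFP to plate DMSO average so 100% = DMSO; lower means less RPL19A-GFP as with rapamycin TOR inhibition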
Numbers without * were called inactive; . = not tested or not shown.

1. CCCOc1ccc(C(O)(CCN2CCCCC2)c2ccccc2OC)cc1 (stereo not given)
2. Clc1ccc(OCc2nnc(SCCN3CCCCC3)n2Cc2ccco2)cc1
3. COc1ccc(NC(=O)/C=C/c2ccc(S(=O)(=O)N3CCOCC3)cc2)cc1
4. O=C(COc1cc2oc(=O)c3c(c2cc1Cl)CCC3)Nc1cccnc1
5. CCc1cc(=O)oc2cc(C)cc(OCC(=O)NC3CC3)c12
6. CC(=O)c1ccc(N(CC(=O)NC2CCS(=O)(=O)C2)S(=O)(=O)c2ccc(Cl)cc2)cc1 (stereo not given)
Screen / compound no.,1,2,3,4,5,6
procasp3 activ,4.8,1.7,6.2,1.6,8.2,5.2
ZTA counter,-0.8,-4.0,-11.9,-4.9,0.6,8.7
procasp7 counter,-7.8,2.6,0.0,11.6,0.3,1.4
MEP2 TOR yeast,93.5,104.8,101.3,98.3,114.5,98.4
AHR act,3.5,-0.1,-0.7,2.3,23.9,0.3
LAP4 TOR yeast,101.1,107.4,103.9,90.8,102.4,104.6
EBNA-1 inh,9.3,0.9,.,2.7,4.4,.
RPL19A-GFP yeast,100.6,112.2,100.2,96.4,104.7,105.6

7. Cc1ccc(N(C(=O)CNC(=O)c2ccco2)C(C(=O)NCC2CCCO2)c2ccccc2)cc1 (stereo not given)
8. Cn1cc(Cl)c(C(=O)Nc2nccs2)n1
9. CCC(C)CCN1C(Nc2ccccc2)=NC[C@@H]1C (stereo not given in full)
10. O=C(NNS(=O)(=O)c1ccc(Cl)cc1)c1cc(-c2ccccc2)n[nH]1
11. Nn1c(SCc2ccc(Br)cc2)nnc1-c1cccnc1
12. O=C(Cc1ccc(Cl)cc1)c1c[nH]c(C(=O)NCCCN2CCOCC2)c1
Screen / compound no.,7,8,9,10,11,12
procasp3 activ,10.0,8.3,2.5,6.1,-0.9,3.5
ZTA counter,-6.8,-10.1,0.8,6.2,10.0,0.0
procasp7 counter,-1.6,-7.0,-1.2,4.3,2.8,14.4
MEP2 TOR yeast,111.8,109.4,99.8,98.7,101.0,91.7
AHR act,1.1,2.9,0.9,12.1,12.8,-0.2
LAP4 TOR yeast,.,96.0,111.2,103.5,104.3,101.3
EBNA-1 inh,0.2,1.1,12.7,-5.0,-2.8,-2.9
RPL19A-GFP yeast,103.0,104.0,97.5,96.3,100.8,95.9

5 structures out of the list, arranged by molar mass, ascending:
8. Cn1cc(Cl)c(C(=O)Nc2nccs2)n1
5. CCc1cc(=O)oc2cc(C)cc(OCC(=O)NC3CC3)c12
11. Nn1c(SCc2ccc(Br)cc2)nnc1-c1cccnc1
10. O=C(NNS(=O)(=O)c1ccc(Cl)cc1)c1cc(-c2ccccc2)n[nH]1
7. Cc1ccc(N(C(=O)CNC(=O)c2ccco2)C(C(=O)NCC2CCCO2)c2ccccc2)cc1 (stereo not given)
Screen / compound no.,8,5,11,10,7
procasp3 activ,8.3,8.2,-0.9,6.1,10.0
ZTA counter,-10.1,0.6,10.0,6.2,-6.8
procasp7 counter,-7.0,0.3,2.8,4.3,-1.6
MEP2 TOR yeast,109.4,114.5,101.0,98.7,111.8
AHR act,2.9,23.9,12.8,12.1,1.1
LAP4 TOR yeast,96.0,102.4,104.3,103.5,.
EBNA-1 inh,1.1,4.4,-2.8,-5.0,0.2
RPL19A-GFP yeast,104.0,104.7,100.8,96.3,103.0

Next entries follow:
13. Cc1cc(N2CCN(c3ccccc3)CC2)nc(-c2ccccc2)n1
14. CCCCCC(=O)Nc1ccccc1N1CCN(c2ccccc2)CC1
15. CCOCCCNC(=O)c1cc(Sc2ccc(F)cc2)nc2ccccc12
16. CCC(=O)N1CCCc2cc(S(=O)(=O)N3CCN(c4ccccn4)CC3)ccc21
17. COc1ccc(N2CC(C(=O)Nc3nnc(SCC(=O)N4CCCC4)s3)CC2=O)cc1 (stereo not given)
18. COc1ccc2nc(N(CCN(C)C)C(=O)c3ccc4ccccc4c3)sc2c1
Screen / compound no.,13,14,15,16,17,18
procasp3 activ,-4.9,1.4,0.9,-0.3,-3.6,-6.7
ZTA counter,12.6,-5.3,18.5,-12.6,5.2,10.2
procasp7 counter,6.8,-1.6,5.2,-6.6,-5.7,-13.3
MEP2 TOR yeast,101.0,95.4,110.4,95.7,101.5,106.5
AHR act,-12.7,-7.6,0.3,2.0,-0.3,5.2
LAP4 TOR yeast,103.6,98.6,98.8,88.2,110.9,99.8
EBNA-1 inh,1.5,-9.7,7.7,15.2,-7.6,-17.8
RPL19A-GFP yeast,97.7,99.3,102.0,96.7,97.2,102.9

19. c1ccc(-c2ccc(CN3C[C@@H]4C(c5ccccc5)C5(c6ccccc6)CC4(C5)[C@H]3c3ccccc3)cc2)cc1 (stereo not given in full)
20. O=C(O)C1=C[C@@H](c2ccc3c(c2)OCO3)C[C@@H](OCCCCO)O1
21. CCC(=O)Nc1nc2ccccc2n1CCN1CCOCC1
22. c1ccc(Cn2nnc3c(NCCN4CCOCC4)ncnc32)cc1
23. O=S(=O)(Nc1nc2ccccc2s1)c1ccc(Cl)nc1
24. O=C(NCc1cccc(Cl)c1)c1cc(=O)[nH]c2ccccc12
25. COc1cc(CN(C)c2ncnc3sccc23)ccc1OC(F)F
26. COc1ccccc1CNC(=O)C1CCC(CNS(=O)(=O)c2cccs2)CC1 (stereo not given)
Screen / compound no.,19,20,21,22,23,24,25,26
procasp3 activ,8.4,5.4,12.2,1.5,3.6,6.0,6.9,2.4
ZTA counter,-1.4,-0.3,3.1,11.7,0.5,-3.0,5.8,8.3
procasp7 counter,3.8,7.9,0.6,-1.7,6.4,6.5,3.6,0.5
MEP2 TOR yeast,95.5,94.4,79.9,102.4,100.0,108.3,103.6,97.1
AHR act,-0.9,2.8,1.4,2.6,3.7,1.7,4.4,1.3
LAP4 TOR yeast,133.8,101.5,.,99.6,94.0,98.2,98.8,86.2
EBNA-1 inh,6.4,6.8,0.6,6.3,5.8,9.0,-6.7,0.2
RPL19A-GFP yeast,92.6,98.7,88.0,101.3,96.3,103.2,101.2,92.5
